M. tuberculosis GlmU = inhibition of mycobacterial GlmU enzyme – biochemical, glucosamine-1-phosphate acetyltransferase (AID 1376) | M. tuberculosis GlmU acetyltransferase enzyme assay; higher % means a stronger effect | inhibition, %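 (tested at 30 µM in the primary screen)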; hits with a dose series show IC50 in µM | 220,000 compounds, 0.25% hits; in the data active means inhibition above about 13%;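 further: 0% = complete reaction with vehicle and 100% = reaction without substrate; strong numbers were not always called active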
Mtb RmlCD inh = M. tuberculosis RmlC/RmlD coupled enzyme inhibitors, primary screen, biochemical, compound mixtures, 384-well, from 1536-well plates; RmlC+RmlD coupled enzyme assay, percent inhibition; primary screen in compound mixtures; inhibition, % at 3.6 µM; 160,000 compounds, 0.03% hits; in the data active means inhibition mostly above about 34%, no sharp cut-off; further: some results filed as inactive read as strong as hits
Target sequence (P9WH09 whole entry, looked up): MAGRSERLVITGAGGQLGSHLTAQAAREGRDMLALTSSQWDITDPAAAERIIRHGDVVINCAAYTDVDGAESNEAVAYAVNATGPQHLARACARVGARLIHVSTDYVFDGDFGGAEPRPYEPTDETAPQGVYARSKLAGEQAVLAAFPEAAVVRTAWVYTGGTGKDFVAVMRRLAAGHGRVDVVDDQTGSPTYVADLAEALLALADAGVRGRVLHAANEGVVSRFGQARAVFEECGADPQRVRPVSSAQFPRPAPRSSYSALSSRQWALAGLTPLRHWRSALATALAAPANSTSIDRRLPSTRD
Target sequence (P9WH11 whole entry, looked up): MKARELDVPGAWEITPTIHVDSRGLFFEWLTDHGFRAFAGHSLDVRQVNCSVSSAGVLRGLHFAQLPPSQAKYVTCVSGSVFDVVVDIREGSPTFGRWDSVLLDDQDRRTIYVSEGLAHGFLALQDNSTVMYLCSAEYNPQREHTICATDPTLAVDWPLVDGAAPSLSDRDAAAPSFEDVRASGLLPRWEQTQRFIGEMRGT
The depositor's hits bear a star; / = no result given. Some of the compounds tested, so the mix of outcomes need not match the whole.

SMILES	Mtb RmlCD inh	M. tuberculosis GlmU
COC(=O)c1ccc(NS(=O)(=O)c2ccc(SC)cc2)cc1	-3.7	8.2%
COc1ccc(C)cc1S(=O)(=O)N(C)CC(=O)N1CCC(C)CC1	/	-3.6%
COc1cccc(NC(=O)Nc2ccc3c(c2)nc(C)n3C)c1	-9.4	2.9%
COc1ccccc1NC(=O)Nc1sccc1-c1nc2ccccc2s1	8.4	-0.1%
COc1ccc(/C=C2\CCCC3C2=NN(C(=O)c2scnc2C)C3c2ccc(OC)c(OC)c2)cc1OC (stereo unspecified)	/	4.4%
Cc1ccc([N+](=O)[O-])cc1N=Cc1ccc(Br)s1	/	0.5%
CC1CCN(CCCNC(=O)c2ccc(CS(=O)(=O)Cc3ccccc3F)o2)CC1	/	-6.2%
C=CCn1c(CSCc2ccc(Cl)cc2)nnc1SCC(=O)NCc1ccccc1	5.3	-6.1%
O=C(/C=C/c1ccc([N+](=O)[O-])cc1)NCCc1ccc(F)cc1	0.2	-0.3%
O=C(NCCc1cccs1)C1CC(c2cccc(F)c2)=NO1 (stereo unspecified)	-9.4	-1.3%
CC(C)N(CC(=O)Nc1ccc(Cl)cc1C(F)(F)F)C(=O)CCl	1.8	0.6%
O=C1CC(C(=O)N(c2cccc(F)c2)C(C(=O)NC2CCCC2)c2ccccn2)CS1 (stereo unspecified)	9.4	-6.7%
CCOc1ccc(NS(=O)(=O)c2cc(OCC(N)=O)c(C)cc2Cl)cc1	/	2.1%
CCc1nnc(NC(=O)c2c(O)c3c([nH]c2=O)CCCC3)s1	1.1	/
Cc1ccc(F)cc1NC(=O)N1CCN(c2ccnc3cc(Cl)ccc23)CC1	-2.0	3.6%
Fc1ccc2[nH]c3c(NCCN4CCOCC4)ncnc3c2c1	6.8	-4.8%
CCOc1ccc2nc(N=Nc3c(O)[nH]c(=S)[nH]c3=O)sc2c1	4.9	3.6%
C=CCn1c(COc2ccc(CC)cc2)nnc1SC/C(O)=C(\C#N)c1nc2ccccc2[nH]1	/	7.0%
Cc1ccc(S(=O)(=O)N2CCN(C(=O)CSc3nc4ccccc4o3)C2)cc1	/	5.7%
CCOCCOC(=O)C1=C(C)N(C)C(=O)NC1c1ccccc1F (stereo unspecified)	0.0	6.7%

Four records drawn at random from those above:
SMILES	Mtb RmlCD inh	M. tuberculosis GlmU
O=C(NCCc1cccs1)C1CC(c2cccc(F)c2)=NO1 (stereo unspecified)	-9.4	-1.3%
COc1ccccc1NC(=O)Nc1sccc1-c1nc2ccccc2s1	8.4	-0.1%
COc1cccc(NC(=O)Nc2ccc3c(c2)nc(C)n3C)c1	-9.4	2.9%
CCOc1ccc(NS(=O)(=O)c2cc(OCC(N)=O)c(C)cc2Cl)cc1	/	2.1%

(more compounds)
SMILES	Mtb RmlCD inh	M. tuberculosis GlmU
O=c1c(-c2ccc(F)cc2)[n+]([O-])c2ccccc2n1OCc1ccccn1	-0.9	2.9%
COc1cccc(OC)c1Oc1ccc(C(F)(F)F)cn1	-6.6	5.0%
CCOC(=O)Cc1csc(NC(=O)c2cccc(OC)c2)n1	4.1	-4.2%
CC(/C=C/c1ccccc1)=N\NC(=S)NC(C)C	/	-4.8%
CCN(C(=O)COC(=O)c1cc(S(=O)(=O)N2CCc3ccccc32)ccc1OC)C1CCS(=O)(=O)C1 (stereo unspecified)	-10.2	-1.8%
CCCC1C(c2ccc(OC)cc2)C(C#N)(C#N)C2(C#N)CC1(N)NC2=O (stereo unspecified)	/	4.2%
O=C(NC1CCS(=O)(=O)C1)c1cccc(S(=O)(=O)N2CCCCCC2)c1 (stereo unspecified)	/	-7.1%
CC(NC(=S)NCCc1ccccc1)C(c1cccs1)N1CCN(Cc2ccccc2)CC1 (stereo unspecified)	/	-0.8%
O=C(/C(=C/O)N=Nc1ccccc1)c1ccncc1	12.0	-1.0%
O=C(c1ccc([N+](=O)[O-])cc1)N1CCSC1c1ccccc1 (stereo unspecified)	10.7	0.2%
CCOC(=O)Cc1csc(NC(=O)/C=C/c2ccc(OC)cc2)n1	5.5	1.8%
CCOC(=O)N1CCN(C(=O)c2ccc3nc(N4CCCCC4)sc3c2)CC1	/	1.4%
O=C(O)c1nn(CC(=O)N(C2CCCCC2)C2CCCCC2)c(=O)c2ccccc12	-16.5	1.0%
Cc1ccc(-c2nc3ccccc3c(=O)n2NC(=S)N(C)C)cc1	4.8	-1.0%
S=C(NCCc1ccc(Cl)cc1)NC1CCCC1	-2.2	-11.0%
Cc1onc(-c2c(F)cccc2Cl)c1-c1nnc(-c2cccc3ccccc23)o1	-0.4	/
CC12CN(C(=O)c3ccc(Cl)cc3)C3(C#N)CC1CCC23C (stereo unspecified)	0.0	3.0%
CCOC(=O)Cn1c(CN2CCOCC2)nc2c1c(=O)n(C)c(=O)n2C	2.9	0.0%
CCOC(=O)C1CCCCN1Cc1ccc(F)cc1 (stereo unspecified)	/	2.4%
Cc1ccc(/C=N/Nc2nc(C(C)(C)C)cs2)o1	-2.7	4.7%
O=C(COC(=O)CNS(=O)(=O)c1ccccc1)Nc1ccc(Cl)cn1	6.6	-2.7%
Cc1cc(C)cc(NC(=S)N2CCN(c3ncc(C(F)(F)F)cc3Cl)CC2)c1	1.1	-3.0%
O=C(CCSCCc1ccccn1)Nc1cccc([N+](=O)[O-])c1	-13.8	1.1%
Cc1c(C(=O)N2CCC(Cc3ccccc3)CC2)sc2ncnc(N3CCC(C)CC3)c12	-9.5	-5.5%
CCc1ccc(NC(=S)NCc2cccnc2)cc1	/	3.9%
CCN(CC)CCN1C(=O)c2ccccc2NC1c1cc(OC)c(OC)c(OC)c1 (stereo unspecified)	-13.6	-1.1%
CC(=O)Nc1nc(C)nc(C)c1C(C)=O	/	4.9%
Cc1cc(C)nc(NC(=O)Cc2ccc(Br)cc2)n1	-5.3	-10.6%
O=c1[nH]c(CN2CCOCC2)nc2ccccc12	2.3	7.4%
Cc1nn(-c2ccccc2)c(N)c1N=Nc1cccnc1	-10.7	3.0%
Nc1ncc2c(n1)-c1ccccc1CC2	-7.9	0.9%
O=C(COC(=O)CCc1nc2ccccc2c(=O)[nH]1)Nc1ccc2c(c1)OCO2	10.3	/
O=C(Cn1cnc2scc(-c3ccccc3)c2c1=O)NCc1ccco1	10.2	8.4%
CCCCCN(C(=O)NC(=O)Nn1cnnc1)S(C)(=O)=O	67.5	0.3%
Cc1ccccc1-c1ccc(=O)n(CC(=O)Nc2ccc(N3CCOCC3)cc2)n1	0.1	-0.4%
COC(=O)c1ccc(N)cc1O	4.1	1.2%
NC(=O)NCCCC(NC(=O)c1ccc(C#CC2(O)CCCCC2)cc1)C(=O)O (stereo unspecified)	9.4	2.0%
CCOc1ccc(C(C(=O)NC2CCCCC2)N(C(=O)Cc2cccs2)c2ccc(-n3cnnn3)c(OC)c2)cc1 (stereo unspecified)	7.0	-0.6%
C=CCn1c(=S)sc2c(=O)[nH]cnc21	1.3	1.9%
O=C(CCCC(=O)OCC(=O)c1cccs1)Nc1ccc(Oc2ccccc2)cc1	-5.3	2.6%

Laid out differently: 5 of the compounds above
The line under a structure holds: Mtb RmlCD inh, M. tuberculosis GlmU
Cc1c(C(=O)N2CCC(Cc3ccccc3)CC2)sc2ncnc(N3CCC(C)CC3)c12
  -9.5, -5.5%
CCc1ccc(NC(=S)NCc2cccnc2)cc1
  /, 3.9%
CCN(CC)CCN1C(=O)c2ccccc2NC1c1cc(OC)c(OC)c(OC)c1 (stereo unspecified)
  -13.6, -1.1%
CC(=O)Nc1nc(C)nc(C)c1C(C)=O
  /, 4.9%
Cc1cc(C)nc(NC(=O)Cc2ccc(Br)cc2)n1
  -5.3, -10.6%

Other records follow:
SMILES	Mtb RmlCD inh	M. tuberculosis GlmU
O=C(O)c1cnc(N2CCOCC2)nc1	-12.3	-4.6%
NCC(O)COCCC12CC3CC(CC(C3)C1)C2 (stereo unspecified)	2.6	-1.8%
Cn1ccnc1SCCC#N	8.8	-0.6%
CCC(=O)N1CCc2cc(S(=O)(=O)NC(C(=O)NCc3ccccc3)C(C)C)ccc21 (stereo unspecified)	7.0	9.5%
CCC1(CC)C(=O)C2=C3C1[C@H](C(=O)OC)CC(C(=O)OC)C[C@H]3n1c(=O)n(-c3ccccc3)c(=O)n1[C@H]2C (stereo partly specified)	/	-0.8%
CCc1ccc(NC(=O)C(CC)c2ccccc2)cc1 (stereo unspecified)	8.6	0.9%
CCOc1ccc(NC(=S)NC(=O)/C=C/c2ccc(OC)c(OC)c2)c([N+](=O)[O-])c1	/	-1.6%
CCOC(=O)N1CCN(CC(O)COC(CC)c2ccccc2)CC1 (stereo unspecified)	-2.3	4.0%
C=CCNC(=O)c1ccc2c(c1)nnn2C	82.0	-5.3%
Cc1cc(N/C(=N/S(=O)(=O)c2cc(F)ccc2F)c2ccccc2)n(-c2ccccc2)n1	9.7	-0.1%
CCCc1cc(C(=O)Nc2cc(Br)ccc2O)no1	-11.2	0.4%
COc1ccccc1CN1CCNC(=O)C1CC(=O)NCCc1cnccn1 (stereo unspecified)	/	2.0%
CCOc1ccccc1N1CCN(C(=O)c2c(C)noc2C)CC1	7.6	-0.6%
CCOC(=O)c1c(-c2ccc(C)o2)csc1NC(=O)CN(C)CC(=O)Nc1ccc(C)cc1	15.2	2.9%
Cc1nc2c(C(=O)NCCc3ccccc3Cl)c[nH]n2c(=O)c1Cl	-4.9	6.0%
CN1C(=O)SC(Nc2cccc3ccccc23)C1=O (stereo unspecified)	/	-1.8%
COCCn1c(Cc2cccn2C)nnc1SCC(=O)NCc1ccc2c(c1)OCO2	-6.5	-3.5%
CCOC(=O)c1c(NC(=O)C2=C(C)NC(=S)NC2c2ccc(C)cc2)sc(C)c1C (stereo unspecified)	-2.4	-4.3%
CN(C)S(=O)(=O)c1ccc(Cl)c(NC(=O)COC(=O)/C=C/c2cnc3ccccc3n2)c1	6.4	/
Cc1ccccc1/C=C/c1cc[n+](C)cc1	8.5	2.2%
COC(=O)c1sccc1NC(=S)N1CCN(c2cc(C)ccc2C)CC1	-7.7	1.1%
Cc1cc(NC(=O)COC(=O)c2cccc(O)c2)no1	/	-0.4%
CN(CC(=O)Nc1ccc(F)c(F)c1)S(=O)(=O)c1cccc2nsnc12	18.8	0.1%
CCCn1c(NCc2ccccc2NS(=O)(=O)c2ccc(C)cc2)nc2ccccc21	-8.1	1.8%
O=C(COC(=O)c1c2c(nc3ccccc13)CCCCC2)NCc1ccc2c(c1)OCO2	/	-1.8%
O=C(CCn1nnc(-c2cccs2)n1)NCc1ccccc1Cl	/	-6.8%
COc1nc(-c2ccccc2)ccc1-c1noc(COc2ccccc2)n1	/	2.1%
CN1C(=O)/C(=C\c2ccc(N3CCCCCC3)cc2)C(=O)NC1=S	-7.9	-13.1%
Nc1nc(CN2CCN(c3ccccc3)CC2)nc(N2CCCc3ccccc32)n1	36.8	5.7%
CCN(CC)CCCn1c(C)cc2c(c1=O)C(c1ccccc1)C(C#N)=C(N)O2 (stereo unspecified)	5.0	-3.0%
CCCCC(=O)Nc1ccc(C(=O)NCCc2ccccc2)cc1	/	3.0%
O=C(CO/N=C/c1ccccc1)Nc1c(F)c(F)c(F)c(F)c1F	1.6	-3.1%
C=CCn1c(O)c(C=NCCCOc2ccc(CC)cc2)c(=O)[nH]c1=S	/	-4.5%
CC1(C)CC(=O)c2cc(C(=O)O)c(=O)n(-c3ccccc3)c2C1	/	-3.3%
O=C(CNC(=S)N(CCCN1CCOCC1)Cc1cccs1)NCCCN1CCOCC1	-12.1	0.3%
Cc1ccc(C(=O)N/N=C\C=C\c2ccccc2[N+](=O)[O-])cn1	-3.9	-5.8%
CC1CN(Cc2csc(-c3ccc(Cl)cc3)n2)CC(C)O1 (stereo unspecified)	-7.1	-3.5%
O=C1NC(=O)/C(=C/C(=O)N2CCOCC2)S1	-8.1	0.6%
COc1cc2c(cc1OC)CN(CC(=O)Nc1ccc(S(=O)(=O)N(C)C)cc1)CC2	5.2	2.6%
Cn1c(=O)[nH]c(=O)c2c1nc(N1CCN(CCO)CC1)n2CCSc1nc2ccccc2s1	-9.1	7.3%
Nc1cc(=O)nc(SCC(=O)NCc2ccccc2)n1CCc1ccccc1	6.9	-4.2%
CC(=O)Nc1cccc2c1C(=O)NC2=O	-43.4	-3.2%
CC(C)(C)c1ccc(-c2noc(CCC(=O)N3CCOCC3)n2)cc1	33.5	-1.1%
CC(=O)Nc1cccc(C(=O)OCC(=O)c2ccccc2Cl)c1	-8.8	4.9%
Cn1c(=O)c2c(ncn2CC(COCc2ccc(Cl)cc2)OCc2ccc(Cl)cc2)n(C)c1=O (stereo unspecified)	14.0	-0.1%
Cc1ccccc1Nc1c(-c2cccnc2)nc2cccc(C)n12	-0.7	-1.8%
CC(=O)c1ccc(NC(=O)CC(NCCC2=CCCCC2)C(=O)O)cc1 (stereo unspecified)	-7.1	-8.2%
Cc1cccc(NC(=O)c2nc[nH]c2C(=O)N[C@@H](Cc2ccccc2)C(=O)OCc2ccccc2)c1	-13.3	5.1%
NS(=O)(=O)c1ccc(NC(=O)COC(=O)COc2ccc3ccccc3c2)cc1	7.9	-3.1%
NS(=O)(=O)c1ccc2nc(NC(=O)c3ccc(Br)o3)sc2c1	-8.0	-1.2%
COc1ccc2nc(C)cc(SCC(=O)N/N=C/c3c(OC)ccc4ccccc34)c2c1	1.1	1.3%

Screening results from PubChem BioAssay.
